LAP4 TOR yeast – modulators of LAP4-GFP expression in yeast, primary screen, S. cerevisiae, multiplex flow cytometry, MLPCN library; actives 0.34% (n = 320,000); GFP response vs DMSO, % at 10 µM; 3 h; median GFP as percent of DMSO wells;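 active means GFP response vs DMSO above a set limit, about the screen mean plus 3 SD, cut at about 150% in these data; inconclusive means under 70 cell events counted for the yeast strain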
GASC-1 inh – inhibitors of GASC-1 histone demethylase, primary screen, biochemical, fluorescence, DELFIA europium. Lysine-specific demethylase 4C (Homo sapiens), Q9H3R0. GST-JMJD2C(1-420) H3K9me3 demethylation. inhibition, % at 2.35 µM. actives 0.069% (n = 330,000). AID 2099, 2009;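 active means more than half of a compound's replicate wells show inhibition beyond 50%, single wells judged on their own value; inconclusive means some, but no more than half, of replicates pass 50% inhibition; inactive means no replicate passes 50% inhibition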;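 further: signal counts dimethyl H3K9 product captured on neutravidin plate; 0% = median of DMSO wells and 100% = 0.3 times that DMSO median; strong numbers were not always called active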
MEP2-GFP yeast – modulators of MEP2-GFP levels in yeast, primary screen, S. cerevisiae, multiplex flow cytometry, MLPCN library | S. cerevisiae MEP2-GFP strain, 3 h; 100% = DMSO control level | GFP response vs DMSO, % at 10 µM | actives 0.51% (n = 330,000) | AID 2016, 2009;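 active means GFP response versus DMSO above a set limit, roughly screen mean plus 3 SD, cut at about 180% in these data; inconclusive means fewer than 70 cells counted for a yeast strain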;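 further: median GFP fluorescence of the barcode-gated MEP2-GFP cells per well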
RPL19A TOR yeast – RPL19A-GFP expression modulators in yeast, primary screen, cell-based, S. cerevisiae, multiplex flow cytometry, MLPCN; S. cerevisiae RPL19A-GFP strain, 3 h; active compounds read low; percent response vs DMSO, % at 10 µM; actives 0.3% (n = 330,000);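 active means percent response vs DMSO below 50%; inconclusive means fewer than 70 events counted for the yeast strain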;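 further: median channel GFP fluorescence of the barcoded RPL19A-GFP strain; ratio of sample median GFP to plate DMSO average so 100% = DMSO; lower means less RPL19A-GFP as with rapamycin TOR inhibition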
procasp3 activ – activators of human procaspase-3 D3A mutant, primary screen, biochemical, absorbance, PC-3 D3A mutant, single concentration; activation, % at 8.5 µM; actives 0.11% (n = 330,000); recombinant procaspase-3 D3A, Ac-DEVD-pNA absorbance 405 nm;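 active means activation above the mean of all tested compounds plus 3 SD, cut at about 21% in these data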;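 further: 0% = DMSO alone and 100% = DMSO wells spiked with extra 5 µM PC-3 D3A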
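Test system: Procaspase-3 D3A mutant, all three cleavage aspartates alanine | Dosing: Single dose, 8.5 µM nominal compound, 0.8% DMSO | Schedule: 1 h preincubation, 2 h reaction | Technique: 405 nm absorbance of p-nitroaniline, reads at 0 and 120 min | Repeats: One well per compound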
procasp7 counter – procaspase-7 activators, primary screen, counter-screen for procaspase-3 activator project, biochemical, absorbance, HTS, human. Caspase-7 (Homo sapiens), P55210. actives 0.093% (n = 330,000). activation, % at 8.5 µM. recombinant procaspase-7, Ac-DEVD-pNA absorbance 405 nm; D23A/D198A/D206A triple mutant, cannot self-cleave; scale: DMSO 0, 5 µM enzyme 100;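 active means percent activation above the screen-wide mean plus 3 SD, cut at about 25% in these data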
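Material: Procaspase-7 triple mutant (PC-7 D3A) | Quantity: 2 µM procaspase-7 mutant as dispensed | Reagent: DEVD-pNA substrate | Times: 1 h preincubation, 2 h reaction | Technique: 405 nm absorbance of p-nitroaniline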
AHR act – AHR activators, primary screen, cell-based, luminescence, luciferase reporter, human | AHR-responsive luciferase reporter cells | activation, % at 5 µM | actives 2.5% (n = 320,000) | AID 2796, 2010; in the data active means activation above about 47%;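 further: 0% = vehicle wells and 100% = reference agonist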
Target sequence (P35869 whole entry, looked up): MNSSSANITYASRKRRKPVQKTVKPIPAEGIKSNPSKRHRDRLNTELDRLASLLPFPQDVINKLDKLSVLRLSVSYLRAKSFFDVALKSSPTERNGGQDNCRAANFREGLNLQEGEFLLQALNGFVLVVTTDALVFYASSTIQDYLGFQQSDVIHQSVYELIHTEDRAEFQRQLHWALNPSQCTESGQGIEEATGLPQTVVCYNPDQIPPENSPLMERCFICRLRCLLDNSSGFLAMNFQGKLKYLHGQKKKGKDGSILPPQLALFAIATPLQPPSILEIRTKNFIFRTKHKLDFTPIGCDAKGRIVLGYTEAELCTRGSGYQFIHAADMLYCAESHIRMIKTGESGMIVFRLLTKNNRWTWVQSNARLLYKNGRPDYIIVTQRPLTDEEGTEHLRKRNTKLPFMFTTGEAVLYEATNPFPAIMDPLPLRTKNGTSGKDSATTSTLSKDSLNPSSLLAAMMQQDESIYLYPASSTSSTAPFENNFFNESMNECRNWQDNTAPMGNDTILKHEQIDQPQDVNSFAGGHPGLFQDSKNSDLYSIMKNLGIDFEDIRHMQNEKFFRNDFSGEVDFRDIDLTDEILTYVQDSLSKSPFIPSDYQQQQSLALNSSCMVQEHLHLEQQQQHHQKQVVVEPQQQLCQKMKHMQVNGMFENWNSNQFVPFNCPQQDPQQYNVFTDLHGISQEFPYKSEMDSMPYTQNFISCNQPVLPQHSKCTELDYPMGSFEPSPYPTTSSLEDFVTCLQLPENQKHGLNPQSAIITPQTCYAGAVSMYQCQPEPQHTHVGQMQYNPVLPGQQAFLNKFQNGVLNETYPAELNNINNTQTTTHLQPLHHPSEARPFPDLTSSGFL
Yeast superoxide – reduction of superoxide in aged yeast, primary screen, HTS | S. cerevisiae aged cells, superoxide DHE fluorescence; active compounds read low | superoxide response (% of plate mean), % at 10 µM | actives 0.18% (n = 330,000);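 active means superoxide response under a set limit, about three screen SD below normal, cut at about 65% in these data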;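 further: yeast aged for seven days with compound at 30 °C before DHE staining; 100% = average MFI of all compound-treated wells on the plate with controls excluded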
Active calls of the source: *; u = inconclusive; x = no result given.

SMILES	LAP4 TOR yeast	GASC-1 inh	MEP2-GFP yeast	RPL19A TOR yeast	procasp3 activ	procasp7 counter	AHR act	Yeast superoxide
O=C(O)CCCC(=O)Nc1cccc(C(=O)Nc2ccccc2C(=O)O)c1	88	5	94	85	0	1	-1	102
Cc1cc(C)n(-c2ccc3cccc(NS(C)(=O)=O)c3n2)n1	102	-7	100	102	6	6	1	105
CCn1c(SCC(=O)N2CCN(S(=O)(=O)c3ccccc3)CC2)nnc1-c1cccs1	91	-4	95	95	10	-9	4	63*
Cc1ccc(OCC(=O)N(C)CC(=O)Nc2cccc(F)c2)cc1	96	5	91	95	6	-6	-1	92
COc1ccc(Cl)cc1N1CC(C(=O)Nc2nccs2)CC1=O (stereo unspecified)	99	0	101	92	-3	9	0	99
COc1ccc(NC(=O)NCc2ccncc2)c(OC)c1	104	-7	103	101	5	-13	10	92
O=[N+]([O-])c1cccc(/C=N/Nc2ncc(Br)cn2)c1	147	6	239*	100	3	2	2	98
O=[N+]([O-])c1ccc(C2=NCCO2)cc1	96	-7	111	104	-2	-2	3	75
N#Cc1cc(-c2ccccc2)nnc1Sc1ccc(Cl)cc1	95	-2	99	101	4	5	0	105
COc1ccc2c(c1)C(=O)N(c1ccc(C)cc1C)C(=O)C2	85	-18	99	101	-6	-7	-2	110
CCOC(=O)C1(Cc2cccc(OC)c2)CCN(CCO)CC1	109	11	94	105	6	-9	3	105
COc1cc(C(F)(F)F)nc(-c2ccccn2)n1	107	14	102	98	-4	-5	1	107
CCOC(=O)CSc1ccc(-c2nc3cc(C)c(C)cc3[nH]2)cn1	100	-7	100	103	-7	5	14	100
CC(C)(C)N(Cc1ccccc1)C(=O)CSc1nnc(CNc2ccc(F)cc2)o1	93	-3	94	94	0	-10	1	89
COc1ccc(/C=C2\NC(=S)N(CC3CCCO3)C2=O)c(OC)c1 (stereo unspecified)	108	1	101	96	-12	0	10	107
COc1ccccc1C(=O)NCC(=O)OCC(=O)Nc1nnc(-c2ccccc2)o1	100	3	100	97	9	-4	0	109
COC(=O)CN(c1cc(Cl)ccc1OC)S(=O)(=O)c1ccc(C)cc1	99	-5	102	99	4	8	-1	101
Cc1cc(C(=O)Cn2nnc(-c3ccc(Cl)cc3)n2)c(C)n1-c1ccccc1	99	-23	98	102	-8	1	1	106
N#Cc1nc(-c2cccs2)oc1NCc1ccco1	115	0	96	93	1	1	0	73
Cn1c(CC(=O)NNC(=O)c2ccc(F)cc2Cl)nc2ccccc21	102	-4	99	100	-3	0	3	125

Marked active in MEP2-GFP yeast, of those listed so far:
Molecule | LAP4 TOR yeast | GASC-1 inh | MEP2-GFP yeast | RPL19A TOR yeast | procasp3 activ | AHR act
O=[N+]([O-])c1cccc(/C=N/Nc2ncc(Br)cn2)c1 | 147 | 6 | 239* | 100 | 3 | 2

Sorted by value in AHR act (ascending): 6 of the compounds above
| Molecule | LAP4 TOR yeast | GASC-1 inh | MEP2-GFP yeast | RPL19A TOR yeast | procasp3 activ | AHR act |
| --- | --- | --- | --- | --- | --- | --- |
| Cc1ccc(OCC(=O)N(C)CC(=O)Nc2cccc(F)c2)cc1 | 96 | 5 | 91 | 95 | 6 | -1 |
| COc1ccccc1C(=O)NCC(=O)OCC(=O)Nc1nnc(-c2ccccc2)o1 | 100 | 3 | 100 | 97 | 9 | 0 |
| Cc1cc(C)n(-c2ccc3cccc(NS(C)(=O)=O)c3n2)n1 | 102 | -7 | 100 | 102 | 6 | 1 |
| CCOC(=O)C1(Cc2cccc(OC)c2)CCN(CCO)CC1 | 109 | 11 | 94 | 105 | 6 | 3 |
| CCn1c(SCC(=O)N2CCN(S(=O)(=O)c3ccccc3)CC2)nnc1-c1cccs1 | 91 | -4 | 95 | 95 | 10 | 4 |
| COc1ccc(NC(=O)NCc2ccncc2)c(OC)c1 | 104 | -7 | 103 | 101 | 5 | 10 |

Compounds listed so far containing a cyano group (two):
SMILES	LAP4 TOR yeast	GASC-1 inh	MEP2-GFP yeast	RPL19A TOR yeast	procasp3 activ	procasp7 counter	AHR act	Yeast superoxide
N#Cc1cc(-c2ccccc2)nnc1Sc1ccc(Cl)cc1	95	-2	99	101	4	5	0	105
N#Cc1nc(-c2cccs2)oc1NCc1ccco1	115	0	96	93	1	1	0	73

The list continues:
SMILES	LAP4 TOR yeast	GASC-1 inh	MEP2-GFP yeast	RPL19A TOR yeast	procasp3 activ	procasp7 counter	AHR act	Yeast superoxide
O=C(COc1ccc(Cl)cc1)NNC(=O)c1ccccn1	94	-7	97	94	-3	-1	2	93
COc1ccccc1-c1coc2c(CN3CCCCC3C)c(O)ccc2c1=O (stereo unspecified)	79	79	92	102	-4	0	5	98
Cc1ccc(CNC(=O)CN2C(=O)CSc3ccc(S(=O)(=O)N4CCC(C)CC4)cc32)cc1	105	-2	105	102	5	5	2	133
CCc1ccc(OCc2nnc(-c3ccccc3Br)o2)cc1	111	8	102	102	-3	-6	8	88
CCS(=O)(=O)N1CCN(Cc2nc3ccccc3c(=O)[nH]2)CC1	91	-1	89	92	5	12	0	95
COc1cc(NC(=O)CCCOc2ccc(Cl)cc2Cl)c(C(=O)O)cc1OC	113	-7	101	100	4	0	-2	126
Cc1ccc(/C([O-])=C(/C(=S)NCc2ccc3c(c2)OCO3)[n+]2ccc(N(C)C)cc2)c(C)c1	128	4	114	98	3	2	0	97
COc1ccc(CN2CCC(Cc3ccccc3)CC2)c(C)c1C	97	4	104	103	x	x	x	94
COc1cc2sc3ccc(C#CC4(O)CCCCC4)cc3c(=O)c2cc1OC	101	-30	83	97	70*	25	0	103
COc1cc(/C=N/NC(=O)Nc2ccccc2)ccc1OC(C)=O	82	1	108	105	3	11	13	110
Cc1nn(C)c(C)c1NC(=O)COc1ccc(Cl)cc1	97	-7	100	100	3	-1	-1	101
CC(=O)c1cccc(CN(C)CC2CCCN(CCc3ccccc3C)C2)c1 (stereo unspecified)	97	-3	99	106	x	x	x	110
O=C(O)c1ccc2c(c1)C(=O)N(CCc1ccccc1)C2=O	100	u	109	101	-3	9	7	141
COc1ccc(/C=C2\SC(=N)N(c3nccs3)C2=O)cc1OC	91	-4	107	104	-22	-19	85*	131
CN(C)C(=O)c1ccc2c3c(cccc13)CC2	110	-10	120	109	5	8	1	107
Cc1cc2nc(-c3ccc[nH]c3=O)n(Cc3ccccc3F)c2cc1C	76	-1	89	91	x	x	x	97
CCCC(=O)Nc1ccc(C(=O)NN2C(=O)c3ccccc3C2=O)cc1	89	-6	104	100	7	5	4	85
C=CCn1cnc2c(c1=O)c1nc3ccccc3nc1n2/N=C/c1cc(OC)c(OC)c(OC)c1	102	-17	111	102	-2	3	0	116
Cc1ccc(C)c(OCCCC(=O)Nc2nccs2)c1	x	-4	90	91	-3	4	5	100
CCCN(C(=O)COC(=O)c1nc2nc(C)cc(C)n2n1)C1CCS(=O)(=O)C1 (stereo unspecified)	101	-11	99	97	-3	-10	0	99

Reprinted from the part before: 4 compounds; new compounds follow.
SMILES	LAP4 TOR yeast	GASC-1 inh	MEP2-GFP yeast	RPL19A TOR yeast	procasp3 activ	procasp7 counter	AHR act	Yeast superoxide
CCCC(=O)Nc1ccc(C(=O)NN2C(=O)c3ccccc3C2=O)cc1	89	-6	104	100	7	5	4	85
C=CCn1cnc2c(c1=O)c1nc3ccccc3nc1n2/N=C/c1cc(OC)c(OC)c(OC)c1	102	-17	111	102	-2	3	0	116
Cc1ccc(C)c(OCCCC(=O)Nc2nccs2)c1	x	-4	90	91	-3	4	5	100
CCCN(C(=O)COC(=O)c1nc2nc(C)cc(C)n2n1)C1CCS(=O)(=O)C1 (stereo unspecified)	101	-11	99	97	-3	-10	0	99
CN(C)CCNc1oc(COc2ccc(Cl)cc2)nc1C#N	95	3	103	98	-3	1	8	101
COC(=O)c1cc(NC(=O)c2c(-c3ccccc3)noc2C)ccc1N1CCOCC1	103	8	102	99	5	-2	12	95
COC(=O)c1ccc(NC(=O)CSc2nc3[nH]ncc3c(=O)[nH]2)cc1	109	-9	103	100	0	4	16	112
CCOC(=O)c1c(C)n(CC)c2ccc(OC(=O)c3ccc([N+](=O)[O-])cc3)cc12	96	12	107	102	4	2	14	97
Cc1ccnc(NC(=O)c2ccc(S(=O)(=O)N3CCCC3)cc2)c1	104	-2	98	103	-1	-3	3	92
Cc1ccccc1CCNC(=O)Cn1nc(C)c2c(C)n(-c3ccccc3)nc2c1=O	97	-3	105	97	0	2	2	107
Cc1ccc2c(c1)-n1c(nc3cc(F)ccc3c1=O)C(Cc1ccc(O)cc1)NC2=O (stereo unspecified)	101	6	101	96	8	10	0	102
Cc1ccccc1CSc1nccn1-c1ccccc1	99	14	94	94	-10	1	1	82
COCCn1c(SCC(=O)NC2CCCC2)nnc1-c1ccncc1	89	6	105	103	5	-2	1	112
COC(=O)CCC(=O)Nc1ccc(S(=O)(=O)Nc2nc(C)cc(C)n2)cc1	92	-6	105	100	-2	-4	8	100
Cc1cc(NC(=O)c2ccccc2Oc2ccccc2)no1	89	-2	104	100	-4	3	-2	107
COc1ccc2c(c1OC)C(=O)N1c3ccccc3C(=O)N(c3ccc(F)cc3)C21 (stereo unspecified)	102	-7	112	104	-2	-1	4	110
CC(C)NC(=O)C1CCCN(S(=O)(=O)c2ccc(-n3cnnn3)cc2)C1 (stereo unspecified)	99	85	108	101	-14	1	-2	101
O=C(NCc1cccc(Cl)c1)C1CCC(=O)N(C2CC2)C1 (stereo unspecified)	90	21	90	97	5	-7	8	100
CC(C)CCNC(=O)C1CCCN(S(=O)(=O)c2ccc3c(c2)CC(C)N3C(=O)C2CC2)C1 (stereo unspecified)	94	-33	94	95	7	7	5	87
Cc1cc(N2CCOCC2)nc2ccc(NC(=O)CCC(=O)N3CCN(c4ccccc4)CC3)cc12	95	3	108	94	-2	-3	7	111
CC(OC(=O)c1cccc(O)c1)C(=O)N(C)Cc1ccccc1 (stereo unspecified)	101	0	101	98	1	5	0	98
O=C(C1=C[C@@H](c2ccccc2)C[C@@H](OCc2ccc(CO)cc2)O1)N1CCCCCCC1	131	0	94	94	4	5	-1	104
CSc1nc(N)nc2c1ncn2CC(=O)NCC(c1ccccc1)c1ccccc1	92	x	102	98	8	-17	1	121
COC(=O)c1sccc1NC(=O)c1ccc2c(c1)OCO2	99	-6	92	95	-3	7	8	98
COc1ccc(N2CC(=O)N(c3ccccc3)C2=S)cc1	95	-4	104	101	0	-3	7	121
Cc1ccc(-c2csc(NC(=O)CSc3nc4ccccc4o3)n2)cc1	102	17	104	106	7	11	10	101
Nc1nc(CSc2ncccn2)nc(Nc2ccccc2)n1	108	6	112	104	-1	-15	45	102
